Dengue-2 NS5 capping: Dengue-2 NS5 methyltransferase inhibitors, primary screen, biochemical, confirmation dose response (AID 588689). Dengue-2 NS5 methyltransferase capping enzyme assay, biochemical; higher % means a stronger effect. one-dose inhibition, % at 25 µM; IC50 in µM for titrated hits. hit rate 0.3% among 340,000; in the data active = a potency from the dose series; inconclusive = inhibition above about 29% without an active follow-up result
PhoP inhibition: inhibitors of PhoP regulon expression, primary screen, Salmonella Typhimurium, GFP reporter (AID 1863). S. Typhimurium PhoP-regulated promoter GFP reporter, 4 h; higher % means a stronger effect. hit rate 0.16% among 300,000. inhibition, % at 50 µM, or IC50 in µM where a hit was titrated;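 active = inhibition over 29.93%, a cutoff 3 SD above the screen mean, later confirmed by dose response; inconclusive = inhibition over 29.93% but no dose response follow-up; inactive = inhibition at most 29.93% or unconfirmed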;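 note: 0% = low Mg2+ inducing control and 100% = high Mg2+ repressing control; strong numbers were not always called active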
RSV antiviral HEp-2: RSV antiviral activity via CPE protection, HEp-2 cells, primary 10 µM value included (AID 2391). HEp-2 cells, RSV-induced CPE inhibition; higher % means a stronger effect. one-dose CPE inhibition, % at 10 µM; IC50 in µM for titrated hits. hit rate 0.13% among 310,000; in the data active = a potency from the dose series; inconclusive = CPE inhibition mostly from about 23% at the one dose, without a potency; inactive = the rest, 99 in 100 with CPE inhibition below about 21%; note: strong numbers were not always called active
UTI89 phage lysis: inhibition of K1F phage lysis, E. coli UTI89, bacterial capsule biogenesis inhibitors, alamar blue (AID 488966). E. coli UTI89 K1F phage lysis, alamar blue, 2 h; higher % means a stronger effect. inhibition, % at 100 µM; hits with a dose series show IC50 in µM. hit rate 0.02% among 340,000;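 active = phage lysis inhibition, versus mean bacterial control, above a set limit; inconclusive = no clear call, values can overlap the other calls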;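 note: capsule biogenesis inhibitors block K1F phage lysis so surviving cells raise fluorescence; higher fluorescence means more inhibition of phage lysis; actives were called in the ten point dose series up to 300 µM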
SV40 large T antigen: SV40 large T antigen inhibitors, biochemical (AID 1903); SV40 large T antigen ATPase/helicase inhibition assay; higher % means a stronger effect; inhibition, % at 20 µM; hits with a dose series show IC50 in µM; hit rate 0.39% among 310,000; in the data active = a potency from the dose series; inconclusive = inhibition mostly from about 32% at the one dose, without a potency; inactive = the rest, 99 in 100 with inhibition below about 32%; note: strong numbers were not always called active
HIV fusion peptide: inhibitors of HIV fusion peptide binding, primary screen, biochemical, uHTS, fluorescence dequenching (AID 1986) | inhibition, % at 20 µM, or IC50 in µM where a hit was titrated | cell-free peptide binding, fluorescence dequenching, 30 min; higher % means a stronger effect | hit rate 0.3% among 290,000; in the data active = inhibition mostly above about 52%, no sharp cut-off; inactive = mostly below about 76%; note: some results filed as inactive read as strong as hits
GPR35 antagonists: GPR35 antagonists blocking zaprinast-driven arrestin recruitment, primary screen, imaging, U2OS, beta-arrestin-GFP, zaprinast agonist (AID 2058); U2OS GPR35 beta-arrestin-GFP translocation imaging, zaprinast antagonism; higher % means a stronger effect; inhibition, % at 10 µM; hits with a dose series show IC50 in µM; hit rate 0.052% among 290,000;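 active = inhibition of at least 50% with at least 30 cells and total cytoplasm GFP at most 10,000,000; inconclusive = under 30 cells or total GFP of 10,000,000 plus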
GPR55 LPI antagonism: GPR55 antagonists blocking LPI-driven arrestin recruitment, primary screen, imaging, U2OS, beta-arrestin-GFP, LPI agonist (AID 2013). U2OS GPR55 beta-arrestin-GFP translocation imaging, LPI antagonism; higher % means a stronger effect. inhibition, % at 10 µM, or IC50 in µM where a hit was titrated. hit rate 0.13% among 290,000;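 active = spots per cell inhibited over 60%, with over 100 cells counted and total cytoplasm intensity under 500,000; inconclusive = wells with under 100 cells, flagged as likely toxic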;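 note: U2OS cells stably carrying GPR55 and arrestin-GFP stimulated by 5 µM LPI near EC80; imaged beta-arrestin-GFP aggregate spots per cell after agonist stimulation; plate controls were LPI-stimulated DMSO wells for no effect and DMSO wells without LPI for full effect; some results filed as inactive read as strong as hits; confirmed hits need IC50 under 10 µM and bright autofluorescent wells are also inconclusive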
Rac1 GTP hydrolysis: MgcRacGAP GTPase-activating activity inhibitors, confirmation, biochemical, ADP Hunter fluorescence. MgcRacGAP-stimulated Rac1 GTP hydrolysis, ADP Hunter fluorescence; higher % means a stronger effect; GST-tagged Rac1 F28L mutant substrate. one-dose inhibition, % at 30 µM; IC50 in µM for titrated hits. hit rate 0.6% among 340,000. AID 624330;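 active = first-screen hits whose inhibition reached a set limit at any dose in the follow-up dose series; inconclusive = inhibition above the set first-screen limit but never retested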;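 note: fluorescence reports GDP produced by GAP-driven GTP hydrolysis; strong numbers were not always called active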
Active calls of the source: *; ? = inconclusive; nt = not tested or not shown; [ ] = another dose, or the depositor's remark.

SMILES | Dengue-2 NS5 capping | PhoP inhibition | RSV antiviral HEp-2 | UTI89 phage lysis | SV40 large T antigen | HIV fusion peptide | GPR35 antagonists | GPR55 LPI antagonism | Rac1 GTP hydrolysis
Cc1cc(NC(=O)CSc2nnc(-c3c[nH]c4ccccc34)n2-c2ccc(Cl)cc2)no1 | -5% | 0% | 0.3% | -1.2% | 8% | -3.0% | 4% | -11% | 7%
CS(=O)(=O)N(CC(=O)N1CCN(c2cccc(Cl)c2)CC1)c1ccccc1 | -1% | 9% | 2.8% | 7.3% | 7% | -1.6% | -3% | 6% | 7%
O=C(C[n+]1ccccn1)c1ccccc1 | -3% | -4% | 0.8% | 0.4% | 9% | 0.8% | 0% | 8% | 11%
CCOC(=O)c1cccc(NC(=O)CCn2nnc3ccccc32)c1 | -7% | 0% | 0.2% | 0.1% | 11% | 0.3% | -7% | -3% | 1%
CCNc1nc(SC(C)C(=O)OC)nc(N(C)C)n1 (centres undefined) | 3% | -3% | 1.9% | 0.3% | -4% | -0.6% | 1% | 0% | 3%
Cn1c(=O)[nH]c(=O)c2c1nc(SCCN1CCCCC1)n2Cc1ccccc1 | -5% | 6% | 1.2% | 2.2% | 9% | -1.7% | 3% | 10% | 8%
Clc1ccccc1C1SCC2Nc3ccccc3CN21 (centres undefined) | 1% | 14% | 3.9% | 0.3% | 12% | -1.6% | 18% | 22% | 11%
CCOC(=O)C1CCCN(S(=O)(=O)c2ccc(NC(C)=O)cc2)C1 (centres undefined) | -2% | 0% | 6.1% | 1.8% | -5% | 0.5% | 5% | 1% | 5%
O=c1[nH]c(Nc2ccccc2)cc2ccccc12 | -24% | -23% | -0.4% | 0.6% | -9% | 35% | 0% | -2% | 8%
COc1ccc(NC(=O)c2ccc(C)cc2)cc1 | 8% | -2% | 1.7% | 0.2% | 6% | -0.1% | 2% | 5% | 12%
CCOc1cccc2cc(C(=O)NCc3ccc(Cl)cc3)c(=N)oc12 | -7% | -6% | 3.0% | 0.1% | 26% | -2.9% | -8% | 3% | 8%
COc1ccc(-c2nc3c4ccccc4ccn3c2CN2CCOCC2)cc1OC | -1% | -1% | -1.3% | -0.2%[50 µM] | 9% | -1.5% | -8% | 2% | 5%
Oc1ccc(/C=N/N2CCN(c3ccccn3)CC2)cc1 | -10% | 6% | 0.2% | 0.7% | 42µM* | -2.1% | 2% | 0% | ?
COC(=O)c1cccc(NC(=O)C(C)N2C(=O)c3ccccc3C2=O)c1 (centres undefined) | -3% | 9% | 2.0% | 5.6% | 2% | -2.7% | 1% | -1% | -2%
Cc1cc(NC(=O)c2c(-c3c(Cl)cccc3Cl)noc2C)n(C)n1 | -2% | -4% | 0.2% | -1.6% | 6% | 0.9% | -12% | 11% | 4%
COc1cccc(CNS(=O)(=O)/C=C/c2ccc3c(c2)OCO3)c1 | -8% | -6% | 11% | -0.3% | 2% | -1.7% | 7% | 15% | 9%
N#Cc1c(NC(=O)CSc2nc3c(c(C(F)(F)F)n2)CCc2ccccc2-3)sc2c1CCCC2 | -3% | -13% | 1.2% | 3.6% | -1% | 0.5% | -8% | 3% | 7%
COc1ccc(C2c3c(ccc4ccccc34)Oc3ncn4nc(-c5ccco5)nc4c32)cc1OC (centres undefined) | -15% | -15% | 0.6% | 0.1% | 5% | 2.2% | 8% | 24% | 8%
CN(C1CCS(=O)(=O)C1)S(=O)(=O)c1ccccc1 (centres undefined) | -1% | 2% | 0.8% | -0.1% | 8% | -0.5% | -5% | -4% | -1%
O=[N+]([O-])c1cc(-c2cnc3ccccc3n2)ccc1Cl | -2% | -8% | 5.1% | 1.9% | -4% | 0.7% | 8% | 41% | 6%
CCCC(c1nnnn1CCOC)N(Cc1cc2cc(C)c(C)cc2[nH]c1=O)CC1CCCO1 (centres undefined) | 1% | -16% | 2.2% | -0.6% | 9% | 6.6% | 10% | 6% | 1%
CCOc1ccc(-c2nnn(CC(=O)NCc3ccc(OC)cc3)n2)cc1OCC | 1% | -5% | 2.9% | 0.4% | 18% | 2.3% | 16% | -6% | 4%
CC(=O)Nc1ccc(NC(=O)CSc2ncc(C(=O)Nc3ccc(Cl)cc3)c(=O)n2C)cc1 | -9% | 3% | 6.8% | 0.8%[50 µM] | 6% | nt | nt | nt | 6%
COc1cc2c(cc1OC)/C(=C/C(=O)c1ccccc1F)NCC2 | 4% | 11% | 4.0% | 1.2%[50 µM] | -7% | -0.3% | -13% | 6% | 3%
COc1ccc2c(c1)C1(Nc3ccccc3-c3nc4ccccc4n31)C(=O)N2C (centres undefined) | 3% | 8% | 1.8% | 0.0% | 3% | 0.0% | 5% | -1% | 11%
Cc1ccccc1NC(=O)c1sc2nc(N3CCOCC3)c3c(c2c1N)CCCC3 | 6% | 7% | 9.9% | 1.2% | 30% | -0.1% | -10% | 4% | 9%
Cn1nc(C(F)(F)F)c(C#N)c1N1CCN(c2cccc(C(F)(F)F)c2)CC1 | -12% | 7% | -0.8% | 0.1% | 17% | 2.2% | -1% | 7% | 13%
Cc1cc(C(=O)OCC(=O)c2ccc3c(c2)NC(=O)CO3)c2ccccc2n1 | 5% | 2% | 0.1% | 2.0% | 3% | 2.1% | -7% | 2% | 10%
Cc1nc(C(=O)N2CCc3c([nH]c4ccccc34)C2c2cc(F)ccc2F)cs1 (centres undefined) | -1% | 7% | 4.9% | 2.4% | -3% | 1.3% | -14% | -3% | 12%
CS(=O)(=O)c1ccc(Cl)c(NC(=O)CN2CCCC2c2ccc3c(c2)OCCCO3)c1 (centres undefined) | -4% | nt | 3.5% | 0.0%[50 µM] | nt | nt | nt | nt | 7%

Entries of single compounds from above. Screens in order: Dengue-2 NS5 capping | PhoP inhibition | RSV antiviral HEp-2 | UTI89 phage lysis | SV40 large T antigen | HIV fusion peptide | GPR35 antagonists | GPR55 LPI antagonism | Rac1 GTP hydrolysis
O=[N+]([O-])c1cc(-c2cnc3ccccc3n2)ccc1Cl across the screens: -2% | -8% | 5.1% | 1.9% | -4% | 0.7% | 8% | 41% | 6%
CCNc1nc(SC(C)C(=O)OC)nc(N(C)C)n1 (centres undefined) across the screens: 3% | -3% | 1.9% | 0.3% | -4% | -0.6% | 1% | 0% | 3%

(list continues)
SMILES | Dengue-2 NS5 capping | PhoP inhibition | RSV antiviral HEp-2 | UTI89 phage lysis | SV40 large T antigen | HIV fusion peptide | GPR35 antagonists | GPR55 LPI antagonism | Rac1 GTP hydrolysis
O=C(c1ccccn1)N1CCN(c2cccc(C(F)(F)F)c2)CC1 | -10% | 1% | 0.9% | -0.3% | 25% | -0.4% | -13% | 6% | 3%
Cc1ccc2c(c1)C1C3CCC(C3)C1S(=O)N2 (centres undefined) | -2% | -1% | 1.5% | 0.4% | 8% | -1.7% | -5% | 10% | -2%
COc1ccc(OC)c(S(=O)(=O)NCC(c2ccco2)S(=O)(=O)c2ccccc2)c1 (centres undefined) | -4% | 8% | 1.9% | -1.7% | 13% | nt | nt | nt | 7%
COc1ccc(/C=C2\N=C(C)N(c3ccc4ccccc4c3)C2=O)cc1OC | 17% | -20% | 4.5% | 0.2% | 2% | 3.1% | -7% | 14% | 8%
CC1CN(c2ncc(/C=N/NC(=O)c3ccccc3O)s2)CC(C)O1 (centres undefined) | -5% | -10% | -0.8% | -0.7% | 6% | -2.8% | 8% | 2% | 3%
Brc1ccccc1-c1nnc(-c2cccnc2)o1 | 2% | 2% | ? | 0.9% | 17% | 0.8% | 8% | 4% | 11%
Cc1c(Br)c(C(F)(F)F)nn1CC(=O)NCc1ccccc1 | -10% | -10% | 0.5% | 9.2% | -2% | -1.4% | -4% | 15% | 2%
COc1ccccc1C(=O)Nc1ccnn1C1CCN(Cc2ncc[nH]2)CC1 | 4% | -8% | 1.1% | 0.4% | 8% | -1.9% | 1% | 1% | 11%
O=C1NCCN(Cc2ccc(Cl)c(F)c2)C1CC(=O)N1CCCO1 (centres undefined) | 6% | 1% | 0.5% | -0.2% | 5% | 1.4% | 0% | 14% | 1%
Cc1cc(Cl)cc(C)c1OCCCCn1ccnc1 | -4% | 0% | 0.3% | 12% | 12% | -0.4% | 15% | 0% | -1%
COc1ccc(/C=N\NC(=O)c2ccc(Cn3cc(Br)c([N+](=O)[O-])n3)o2)c(OC)c1C | nt | -5% | 9.0% | -1.6% | -3% | -1.4% | 4% | 8% | -9%
CCCN1C(=O)c2cc(C(=O)Nc3cccc(C(C)=O)c3)ccc2C1Nc1cccc(C(C)=O)c1 (centres undefined) | 4% | -9% | 4.2% | 0.3% | 6% | 1.2% | 3% | 7% | 13%
Cc1cc(N2CCN(C)CC2)nc2ccc(NC(=O)c3cccnc3Cl)cc12 | 0% | 5% | -0.7% | 0.1% | 4% | 2.7% | 13% | 5% | 6%
CN(Cc1ncc[nH]1)C(=O)c1cc(COc2c(F)cccc2F)on1 | -11% | 3% | 2.3% | 0.0% | 0% | 2.1% | -2% | -8% | 11%
COc1cc(CNCCN2CCOCC2)ccc1OCc1c(Cl)cccc1Cl | nt | 2% | -0.4% | nt | 2% | -2.0% | 12% | 14% | nt
O=C(NCc1ccc(F)cc1)c1cccc2c1C(=O)c1ccc(N3CCOCC3)cc1S2(=O)=O | -12% | nt | -0.5% | -0.8% | nt | nt | nt | nt | 7%
CC1CCN(C(=O)COC(=O)c2cccc(NS(=O)(=O)c3ccccc3)c2)CC1 | 3% | -5% | 2.0% | 0.5%[50 µM] | 6% | nt | nt | nt | 0%
CNC(=O)NC(=S)NC(=O)c1ccccc1Cl | 3% | -4% | 1.1% | 1.1% | 13% | 0.4% | -4% | 10% | -1%
CC(=O)NCCC(=O)N1CCc2c([nH]c3ccccc23)C1c1cccc(Cl)c1 (centres undefined) | -4% | -5% | 4.6% | -0.7% | 15% | 1.3% | -9% | -3% | 6%
CC(C)c1ccc(NC(=O)CSc2nnc(-c3ccccn3)n2C)cc1 | -6% | 0% | 1.7% | -0.1% | 7% | 1.8% | 4% | 14% | -3%
Cc1ccc(C(=O)O)cc1NC(=O)c1ccc2c(c1)C(=O)N(c1ccc([N+](=O)[O-])cc1)C2=O | -5% | nt | -0.2% | 0.2% | -7% | 4.1% | 15% | -5% | 6%
COC(=O)c1cc(=O)n(Cc2ccccc2)c(=NCc2ccccc2)s1 | nt | -3% | -0.6% | nt | 8% | 0.5% | 6% | -6% | nt
O=C1CN(C(=O)c2cccc(F)c2)C(c2ccc(F)cc2)c2cc(F)ccc2N1 (centres undefined) | 5% | -2% | 3.4% | -0.1% | 4% | 0.4% | 1% | 0% | 12%
